# Screening data from PubChem.
# NPYLR7 agonist – activates Aedes aegypti NPYLR7 receptor; HEK293T NPYLR7/Galpha15, GCaMP6s calcium fluorescence; activation, % at 10 µM; hit rate 0.15% among 270,000; in the data active means activation above about 40%;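 further: 0% = vehicle and 100% = reference agonist at the receptor; some compounds past the cut are filed as inactive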
# mcGAS inh – inhibitors of mouse cGAS. Q8C6L5. recombinant cGAS, Kinase-Glo ATP depletion luminescence. inhibition, % at 12.5 µM. hit rate 0.15% among 160,000. AID 1259399;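 further: 0% = negative control wells and 100% = reference inhibitor with no enzyme activity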
# hcGAS inh – blocks human cGAS activity; Q8N884; recombinant h-cGAS, ATP depletion, Kinase-Glo luminescence; inhibition, % at 12.5 µM; hit rate 0.081% among 290,000;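 further: 0% = vehicle reaction and 100% = reaction without DNA for no activity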
# Target sequence (Q8N884 whole entry, looked up): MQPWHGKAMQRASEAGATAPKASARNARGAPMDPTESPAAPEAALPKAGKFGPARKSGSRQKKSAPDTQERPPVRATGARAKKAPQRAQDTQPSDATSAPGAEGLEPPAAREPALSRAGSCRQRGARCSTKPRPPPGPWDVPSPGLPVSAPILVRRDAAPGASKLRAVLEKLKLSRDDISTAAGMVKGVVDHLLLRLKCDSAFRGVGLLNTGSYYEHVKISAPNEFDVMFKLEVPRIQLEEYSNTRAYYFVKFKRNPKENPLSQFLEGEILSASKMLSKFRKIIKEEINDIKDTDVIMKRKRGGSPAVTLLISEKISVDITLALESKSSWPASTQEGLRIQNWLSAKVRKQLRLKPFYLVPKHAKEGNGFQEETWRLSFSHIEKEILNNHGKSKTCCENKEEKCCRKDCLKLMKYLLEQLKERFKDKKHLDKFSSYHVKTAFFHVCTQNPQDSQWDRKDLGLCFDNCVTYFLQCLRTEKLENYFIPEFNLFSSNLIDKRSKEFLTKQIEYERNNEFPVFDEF
# Numbers without * were called inactive; x = no result given; & = joins results of further samples. Unless noted, no stated cut-off is given here; in the data, active means inhibition above about 40%; inactive means the rest. Hits appear at their usual frequency; 0.29% or so of the library scored in one or more.
SMILES,NPYLR7 agonist,mcGAS inh,hcGAS inh
Cc1ccc(N2C(=O)c3ccc(-c4nc5ccccc5c(=O)o4)cc3C2=O)c(C)c1,1,-1,-4
Clc1cc(CNCC2CN(Cc3ccccc3)CCO2)cc2c1OCCO2 (configuration not stated),3,-1,-6
O=C(CCC(=O)N1CCN(c2ccccn2)CC1)NCCCCc1ccccc1,10,-6,0
Cc1cc(C)c2c(NC(=O)c3ccccc3Cl)c(C(=O)O)sc2n1,1,-9,-5
Cc1cnccc1N1CCCN(C(=O)Cc2nonc2C)CC1,10,x,-4
CC1NCCN(c2ccccc2[N+](=O)[O-])C1=O (configuration not stated),-3,x,-5
Cc1nnc2ccc(-c3ccc(NS(=O)(=O)c4ccc5c(c4)CCCC5)cc3)nn12,-9,-8,-7
CCN(Cc1ccc(N(C)C)cc1)C(=O)Cc1c(C)[nH]c2ccccc12,7,x,-5
CSc1nn(-c2ccc(C(=O)O)cc2)c(=S)s1,3,x,-7
COCCc1noc(CSc2ccc(C)cc2)n1,-1,x,-7
CC1(C)Cc2ccccc2C(C(C#N)c2ccccc2)=N1 (configuration not stated),-18,x,-3
COc1ccccc1C1CN(CC(=O)N(C)CC2CCN(CC(C)C)C2)Cc2ccccc2O1 (configuration not stated),5,-7,0
CC1(C)OCC(CNC(=O)c2ccc(-c3cc(-c4ccc(Cl)cc4)[nH]n3)cc2)O1 (configuration not stated),1,-8,-6
Nc1nnnn1/N=C\c1ccc(N2CCOCC2)cc1,0,x,-5
O=C(C1=COc2ccc(Cl)cc2C1)N1CCN(c2nc3nccc(-c4cccc(C(F)(F)F)c4)n3n2)CC1,x,-6,0
COc1cc2sc(=NC(=O)c3cc(C)on3)n(C)c2cc1OC,5,x,-5
CC(C)Nc1nc(-c2cccs2)nc2cc(Cl)ccc12,5,-3,-1
CCNC(=O)c1cc(N2CCCN(C(=O)c3ccsc3)CC2)ccn1,3,x,-10
COc1ccc(S(=O)(=O)NCCn2nc(-c3ccccc3)ccc2=O)cc1C,1,-9,-7
N#CCN(Cc1ccc(F)cc1)CC1CC1,15,x,-11
Cc1ccc(CC(=O)NNC(=O)c2sc(N3CCOCC3)nc2C)cc1,0,-7,-10
CCN(CC)C(=O)Cn1cc(SCC(=O)NC2CCCC2)c2ccccc21,-5,-5,-3
CN(C)C(CN)c1ccccc1 (configuration not stated),-2,-8,-9
COc1cccc(CC(C2CCN(C(=O)c3cc(C(C)C)on3)CC2)N(C)C(=O)c2ccn(C)n2)c1 (configuration not stated),11,-9,-4
CN(Cc1cc(-c2cccs2)n[nH]1)C(=O)c1onc2ccccc12,-2,-20,-6

# Two records drawn at random from those above, as already listed:
SMILES,NPYLR7 agonist,mcGAS inh,hcGAS inh
CC(C)Nc1nc(-c2cccs2)nc2cc(Cl)ccc12,5,-3,-1
Cc1cc(C)c2c(NC(=O)c3ccccc3Cl)c(C(=O)O)sc2n1,1,-9,-5

# Next section.
SMILES,NPYLR7 agonist,mcGAS inh,hcGAS inh
Cc1ccc(C2c3ccsc3CCN2C(=O)CN(C(=O)c2ccc(Cl)c([N+](=O)[O-])c2)C2CC2)cc1 (configuration not stated),-8,1,-2
Cc1ccc(NC(=O)CC(=O)NCCCc2ccncc2)cc1,5,-16,-4
COCCC(=O)N1CCC(Oc2ccc(C(=O)NCc3ccco3)cc2)CC1,2,x,-8
COC(=O)C1=C(C)N(C)C(C)=C(C(=O)OC)C1c1cccc(Oc2ccccc2)c1,-7,-4,-3
CSc1cccc(NC(=O)c2n[nH]nc2Nc2ccc(C)cc2)c1,x,-6,-2
CCN(CCc1ccncc1)S(=O)(=O)c1cc(N2C(=O)CCS2(=O)=O)ccc1C,3,x,-11
CCCCCCCCCCCC(=O)Nc1ccc(N2CCC(C)CC2)c(C(=O)NCCOC)c1,16,-6,-4
N#Cc1cc2c(nc1SC1CCCCC1O)CCCC2 (configuration not stated),9,x,-4
Cc1cc(N2CCC(NC(=O)C(C)c3cccs3)CC2)nc(C)n1 (configuration not stated),4,-7,-9
O=C(c1cc2n(n1)CCN(CC1CC1)C2=O)N1CCC(Cc2ccccc2)CC1,1,-4,-5
CCOc1ccc(-n2ccnc(SCC(=O)c3ccccc3)c2=O)cc1,0,-7,-8
CN(Cc1cccc(-c2nn[nH]n2)c1)Cc1cc2n(n1)CCNC2,13,-3,1
COc1ccc(/C=C2\C=C(c3ccccc3)N(c3ccc(NC(C)=O)cc3)C2=O)cc1,9,-6,-5
NC(=S)NN=Cc1ccc(C2C=CCC2)s1 (configuration not stated),-10,x,-5
COc1cc(O)cc(OC)c1,-1,x,-6
Cc1cc2oc(=O)cc(C)c2c(=O)o1,0,x,-5
C=C(C)C(O)(C(=C)C)c1ccc(CN(CCOC)Cc2ccccc2OC)o1,-9,-5,-3
COC(=O)CN1CC2(CCN(CC(=O)Nc3ccc(C)cc3Br)CC2)OC1=O,2,x,-7
Cc1cnc(C)c(N2CCN(Cc3cc(C#CCO)cs3)CC2)n1,-4,x,1
OC(COCc1ccccc1)CN(Cc1ccco1)Cc1ccco1 (configuration not stated),-1,0,3
Cc1n[nH]c(C)c1Cc1n[nH]c(=O)n1CCc1ccccc1F,2,-4,2
OCCOc1ccc(-c2nccn2Cc2ccoc2)cc1,0,-12,-7
O=C(CSc1nnc(-c2ccc(Cl)cc2)n1-c1ccccc1)N/N=C\c1ccc([N+](=O)[O-])cc1,-3,-3,-2
COc1ccc(-c2cnnc(NCCc3cccnc3)n2)c(OC)c1,0,-5,-4
CC(C)N=c1ccccn1C(=O)Cc1csc(Cc2cccc(Cl)c2)n1,9,x,-10

# Three structures from above, arranged by count of non-hydrogen atoms, falling.
SMILES,NPYLR7 agonist,mcGAS inh,hcGAS inh
O=C(c1cc2n(n1)CCN(CC1CC1)C2=O)N1CCC(Cc2ccccc2)CC1,1,-4,-5
OC(COCc1ccccc1)CN(Cc1ccco1)Cc1ccco1 (configuration not stated),-1,0,3
COc1cc(O)cc(OC)c1,-1,x,-6

# (cont.)
SMILES,NPYLR7 agonist,mcGAS inh,hcGAS inh
COc1cccc([C@@H]2CCN(Cc3ccc(CO)o3)C[C@H]2O)c1,2,-14,0
COc1ccccc1C(=O)N(Cc1csc(COc2ccc(Cl)cc2)n1)CC(C)C,-5,-10,-4
O=C(NCC(=O)N1CCCCC1)c1ccnc(Oc2ccccc2)c1,6,x,-15
Cc1ccc2oc(C(=O)N3CCCCCC3c3ccncc3)cc2c1 (configuration not stated),-5,x,1
Cn1c(C(=O)NC2CCCC2)cc2sccc21,3,-2,-9
CCCCC(=O)Nc1ccnn1CC1=CCCN(C)C1,1,x,-2
CCOC(=O)C(C)Sc1nnc(-c2ccccc2F)n1-c1ccc(C)cc1 (configuration not stated),x,-6,-6
Cc1noc(C)c1S(=O)(=O)NC(=O)C1(C)CCN1C(=O)C(C)(C)c1ccccc1 (configuration not stated),-2,0,-2
CC1=C(C(=O)NC2CCCc3nc(-c4cccnc4)ncc32)OCCO1 (configuration not stated),2,-7,-2
COc1cc2c(cc1OC)C(c1ccccc1Cl)N(C(=O)c1cc3c(s1)-c1ccccc1OC3)CC2 (configuration not stated),24,-7,-10
COCc1cnc2c(c1SCC(=O)NC1CCCC1)c(=O)n(C)c(=O)n2C,1,1,5
CN(C)CCOc1nc(-c2ccccc2)nc2c1oc1ccccc12,10,x,-6
Cc1cccc(C(=O)NC(C(=O)N2CCOCC2)C2CCN(C(=O)C3CC3)CC2)c1 (configuration not stated),-5,0,-3
O=C(O)C1C2C=CC(O2)C1C(=O)NCc1ccccc1Cl (configuration not stated),-1,x,-1
Cc1cc(C)cc(OCc2nc(CNC3CC3)cs2)c1,17,x,-6
Cc1ccc2[nH]cc(-c3cc(C(=O)N4CCCC4)ccn3)c2c1,-3,x,1
CC(NC(=O)c1ccc(OCc2cscn2)cc1)c1ccc(F)cc1 (configuration not stated),9,0,4
C=CCNC(=O)N[C@H]1CCN(C(=O)c2cccn2C)[C@@H]1C(=O)N(C)CC(N)=O,-8,-6,-5
c1ccc(Cn2c(-c3cccnc3)cc3cnc(Nc4ccccn4)cc32)cc1,-2,-2,-1
CCCS(=O)(=O)c1c(Nc2ccccc2C)sc(C(=O)c2ccccc2)c1N,-11,-6,-5
Cc1ccc(-n2c(-c3ccc(F)cc3)cc(C(=O)N3CCN(C(=O)COc4ccccc4)CC3)c2C)cc1,-6,1,7
O=S(=O)(NC1CCCCC1)c1ccc(Cl)cc1,3,-7,-11
CCc1c(C)nn(CCn2cnc(-c3ccccc3)c2-c2nc[nH]c2C)c1C,12,x,-7
Cn1c(SCCC#N)nc2scc(-c3cccs3)c2c1=O,8,-5,-3
Cc1[nH]n(-c2ccc(Cl)cc2)c(=O)c1C1=C(N2CCN(C)CC2)C(=O)N(c2ccccc2F)C1=O,2,-10,-6

# Results in hcGAS inh, for some of the entries so far:
mol	hcGAS inh
COc1ccc(S(=O)(=O)NCCn2nc(-c3ccccc3)ccc2=O)cc1C	-7
COc1cc2sc(=NC(=O)c3cc(C)on3)n(C)c2cc1OC	-5
CCCS(=O)(=O)c1c(Nc2ccccc2C)sc(C(=O)c2ccccc2)c1N	-5
CCN(CCc1ccncc1)S(=O)(=O)c1cc(N2C(=O)CCS2(=O)=O)ccc1C	-11
Clc1cc(CNCC2CN(Cc3ccccc3)CCO2)cc2c1OCCO2 (configuration not stated)	-6
CN(C)C(CN)c1ccccc1 (configuration not stated)	-9

# Grouped by structure: those above with a cyano group
SMILES,NPYLR7 agonist,mcGAS inh,hcGAS inh
CC1(C)Cc2ccccc2C(C(C#N)c2ccccc2)=N1 (configuration not stated),-18,x,-3
N#CCN(Cc1ccc(F)cc1)CC1CC1,15,x,-11
N#Cc1cc2c(nc1SC1CCCCC1O)CCCC2 (configuration not stated),9,x,-4
Cn1c(SCCC#N)nc2scc(-c3cccs3)c2c1=O,8,-5,-3

# Next part
SMILES,NPYLR7 agonist,mcGAS inh,hcGAS inh
COc1ccc(CCC(=O)OCC(=O)c2ccccc2)cc1,3,-1,0
COc1cccc(-c2ccc(NC(=O)C3CCCN(Cc4nccs4)C3)cc2)c1 (configuration not stated),3&12,x,-3&-5
COc1ccccc1N1CCN(C(=O)c2cc(-c3ccc(F)cc3)nn2-c2ccccc2)CC1,-3,-3,-10
Clc1ccc(-c2noc(CN3CCN(c4ncnc5ccccc45)CC3)n2)cc1,0,-9,-10
CCOC(=O)c1[nH]c(C)c(C(=O)CN(C2CC2)S(=O)(=O)c2ccc(NC(C)=O)cc2)c1C,10,-6,-5
CCOC(=O)Cc1csc(NC(=O)Cn2nc(C)c([N+](=O)[O-])c2C)n1,2,2,3
COc1ccc(NC(=O)C2(C)CCN2C2Cc3ccccc3C2)cc1OC (configuration not stated),-1,x,1
CS(=O)(=O)Nc1cccc(C2=NN(S(C)(=O)=O)C(c3ccc(Cl)o3)C2)c1 (configuration not stated),x,-6,-9
O=C(CS(=O)(=O)Cc1coc(-c2ccc(F)cc2)n1)Nc1ccccc1,-1,x,4
CN1CCN(C(=O)NC2CC(=O)N(c3ccc4c(c3)OCCO4)C2)CC1 (configuration not stated),4,-8,-6
O=C(OCc1cc(-c2cc3ccccc3o2)on1)c1c(F)cccc1F,-2,x,-4
CCOC(=O)c1cccnc1NCC(O)c1ccccc1OC (configuration not stated),2,x,-7
Clc1ccc(-c2nc(CN3CCN(Cc4ccc5c(c4)OCO5)CC3)cs2)cc1,0,0,0
O=c1c(Oc2ccc(F)cc2)coc2cc(O)ccc12,4,x,1
COc1c(Cl)cc(Cl)cc1CNc1ccc2n[nH]nc2c1,-3,x,-3
O=C(NCc1ccccc1Cn1cccn1)c1cnn2c1CCCC2,3,x,0
